Source: PubChem (NCI)
Growth percent in the NCI-60 one-dose screen (48 h, 10 µM unless noted): 100 = growth as untreated, 0 = no growth, -100 = all killed.
T-47D: T-47D breast cancer; 5% of 79,000 active; AID 1794792
BT-549: BT-549 breast cancer | AID 1794793 | 4.4% of 78,000 active
MDA-MB-435: MDA-MB-435 melanoma | AID 1794794 | 7.8% of 82,000 active
LOX IMVI: LOX IMVI melanoma; 7.4% of 79,000 active; AID 1794757
HS 578T: HS 578T breast cancer; AID 1794788; 4.1% of 78,000 active
SK-MEL-28: SK-MEL-28 melanoma. 4.1% of 81,000 active
SK-MEL-5: SK-MEL-5 melanoma; 6.4% of 80,000 active
SK-MEL-2: SK-MEL-2 melanoma; 4.7% of 77,000 active; AID 1794763
* = called active by the depositor; & = joins results of further samples. How the source made its calls: active means growth percent below 10; inactive means the rest. The order is random; 12% or so of the library scored in one or more.

The opening three entries as a preview:
How did O=C1CC(c2ccc3c(c2)OCO3)c2snc(-c3cccc(F)c3)c2N1 (centres undefined) do in these assays?
T-47D: 91; BT-549: 100; MDA-MB-435: 99; HS 578T: 104; SK-MEL-28: 103; SK-MEL-5: 96; SK-MEL-2: 100

What do the screens show for `CC(C)Sc1nc(Cl)c(C#N)c(-c2ccc(F)cc2)n1`?
T-47D: 98; BT-549: 108; MDA-MB-435: 101; LOX IMVI: 70; HS 578T: 106; SK-MEL-28: 119; SK-MEL-5: 100; SK-MEL-2: 98

What do the screens show for `CC(C)(C)n1nc(C2CC2)c(Br)c1NC(=O)c1ccccc1F`?
T-47D: 108; BT-549: 110; MDA-MB-435: 102; LOX IMVI: 99; HS 578T: 95; SK-MEL-28: 100; SK-MEL-5: 100; SK-MEL-2: 103

All compounds of this part, repeating the preview:
How did O=C1CC(c2ccc3c(c2)OCO3)c2snc(-c3cccc(F)c3)c2N1 (centres undefined) do in these assays?
T-47D: 91; BT-549: 100; MDA-MB-435: 99; HS 578T: 104; SK-MEL-28: 103; SK-MEL-5: 96; SK-MEL-2: 100

What do the screens show for `CC(C)Sc1nc(Cl)c(C#N)c(-c2ccc(F)cc2)n1`?
T-47D: 98; BT-549: 108; MDA-MB-435: 101; LOX IMVI: 70; HS 578T: 106; SK-MEL-28: 119; SK-MEL-5: 100; SK-MEL-2: 98

What do the screens show for `CC(C)(C)n1nc(C2CC2)c(Br)c1NC(=O)c1ccccc1F`?
T-47D: 108; BT-549: 110; MDA-MB-435: 102; LOX IMVI: 99; HS 578T: 95; SK-MEL-28: 100; SK-MEL-5: 100; SK-MEL-2: 103

Results for CC(=O)CSc1nc2ccccc2s1 ?
T-47D: 103; BT-549: 103; MDA-MB-435: 107; LOX IMVI: 100; HS 578T: 118; SK-MEL-28: 111; SK-MEL-5: 102; SK-MEL-2: 102

How did CCOC(=O)C(=CNc1cnc(Nc2ccc(N3CCOCC3)cc2)nc1Oc1ccc(OC)cc1)C(=O)OCC do in these assays?
T-47D: 85; BT-549: 77; MDA-MB-435: 62; LOX IMVI: 39; HS 578T: 35; SK-MEL-28: 77; SK-MEL-5: 74; SK-MEL-2: 92

Results for COc1ccc(C2OC23Cc2ccccc2C3=O)cc1OC (centres undefined) ?
T-47D: 90; BT-549: 100; MDA-MB-435: 105; LOX IMVI: 100; HS 578T: 100; SK-MEL-28: 110; SK-MEL-5: 95

Results for COC(=O)C1(C2(C(=O)OC)NC(=S)NC(=O)C2C#N)CCCC1=O (centres undefined) ?
T-47D: 109; BT-549: 116; MDA-MB-435: 108; HS 578T: 107; SK-MEL-28: 116; SK-MEL-5: 105; SK-MEL-2: 117

Results for CC1=NN(c2cn3c(-c4ccc(Cl)cc4)csc3n2)C(=O)C1 ?
T-47D: 74; BT-549: 101; MDA-MB-435: 87; LOX IMVI: 97; HS 578T: 101; SK-MEL-28: 96; SK-MEL-5: 92; SK-MEL-2: 104

What do the screens show for `COc1ccc(C2=NN(C(C)=O)C(c3cn(-c4ccccc4)nc3-c3ccc(Cl)cc3)C2)cc1` (centres undefined)?
T-47D: 7.9*; BT-549: 48; MDA-MB-435: 34; LOX IMVI: 0.5*; HS 578T: 26; SK-MEL-28: 56; SK-MEL-5: 27; SK-MEL-2: 64

How did S=c1[nH]c2ccccc2s1 do in these assays?
T-47D: 83&106&91; BT-549: 105&104&91; MDA-MB-435: 93&110&101; LOX IMVI: 89&98&85; HS 578T: 87&106&110; SK-MEL-28: 108&104&119; SK-MEL-5: 91&104&95; SK-MEL-2: 99&93

What do the screens show for `Cc1cncc2c(=O)n(-c3ccccc3)n(C)c12`?
T-47D: 93; BT-549: 100; MDA-MB-435: 103; LOX IMVI: 99; HS 578T: 96; SK-MEL-28: 110; SK-MEL-5: 98; SK-MEL-2: 102

How did Nc1ccc([N+](=O)[O-])c(C(F)(F)F)c1 do in these assays?
T-47D: 95; BT-549: 100; MDA-MB-435: 102; LOX IMVI: 96; HS 578T: 104; SK-MEL-5: 107; SK-MEL-2: 128

What do the screens show for `CNc1cc(-c2ccc(S(=O)(=O)Nc3ccc4c(c3)N(C(=O)C3CC3)CCC4)cc2)nc(N)n1`?
T-47D: 85; BT-549: 87; MDA-MB-435: 99; LOX IMVI: 108; HS 578T: 90; SK-MEL-28: 103; SK-MEL-5: 87; SK-MEL-2: 109

Results for COc1cc(-c2nc3sc(-c4ccccc4)cn3n2)cc(OC)c1OC ?
T-47D: 45; BT-549: 81; MDA-MB-435: 83; LOX IMVI: 67; HS 578T: 73; SK-MEL-28: 96; SK-MEL-5: 59; SK-MEL-2: 79

How did N/N=C(/Cc1ccccc1)NNC(N)=S do in these assays?
T-47D: 92; BT-549: 76; MDA-MB-435: 92; LOX IMVI: 94; HS 578T: 106; SK-MEL-28: 114; SK-MEL-5: 97; SK-MEL-2: 104

Retrieved by compound from the list above, 2 records:
How did N/N=C(/Cc1ccccc1)NNC(N)=S do in these assays?
T-47D: 92; BT-549: 76; MDA-MB-435: 92; LOX IMVI: 94; HS 578T: 106; SK-MEL-28: 114; SK-MEL-5: 97; SK-MEL-2: 104

Results for COc1cc(-c2nc3sc(-c4ccccc4)cn3n2)cc(OC)c1OC ?
T-47D: 45; BT-549: 81; MDA-MB-435: 83; LOX IMVI: 67; HS 578T: 73; SK-MEL-28: 96; SK-MEL-5: 59; SK-MEL-2: 79

The listing picks up, repeating the two entries before the break.
Results for COc1cc(-c2nc3sc(-c4ccccc4)cn3n2)cc(OC)c1OC ?
T-47D: 45; BT-549: 81; MDA-MB-435: 83; LOX IMVI: 67; HS 578T: 73; SK-MEL-28: 96; SK-MEL-5: 59; SK-MEL-2: 79

How did N/N=C(/Cc1ccccc1)NNC(N)=S do in these assays?
T-47D: 92; BT-549: 76; MDA-MB-435: 92; LOX IMVI: 94; HS 578T: 106; SK-MEL-28: 114; SK-MEL-5: 97; SK-MEL-2: 104

How did Cc1ccc(-c2cc(C(=O)N3N=C(c4ccc(Cl)cc4)CC3c3cc(-c4ccccc4)nn3-c3ccccc3)c3ccccc3n2)cc1 (centres undefined) do in these assays?
T-47D: 80; BT-549: 83; MDA-MB-435: 103; LOX IMVI: 82; HS 578T: 101; SK-MEL-28: 100; SK-MEL-5: 97; SK-MEL-2: 87

Results for COc1cc(C(=O)c2cc(C(=O)/C=C/c3ccccc3)c3c(C)cccn23)cc(OC)c1OC ?
T-47D: 44; BT-549: 49; MDA-MB-435: 59; LOX IMVI: 39; HS 578T: 66; SK-MEL-28: 86; SK-MEL-5: 66; SK-MEL-2: 77

Results for O=C1NC(=O)/C(=C\c2cccc([N+](=O)[O-])c2)N1 ?
T-47D: 183; BT-549: 92; MDA-MB-435: 123; LOX IMVI: 93; HS 578T: 109; SK-MEL-28: 119; SK-MEL-5: 103; SK-MEL-2: 132

What do the screens show for `NC(N)=N/N=C/c1ccccc1C(=O)O`?
T-47D: 106; BT-549: 99; MDA-MB-435: 105; LOX IMVI: 96; HS 578T: 101; SK-MEL-28: 110; SK-MEL-5: 106; SK-MEL-2: 98

Results for O=C(CC(C(=O)c1ccc(Cl)cc1)N1CCCCC1)c1ccc(Cl)cc1 (centres undefined) ?
T-47D: 84; BT-549: 105; MDA-MB-435: 112; LOX IMVI: 100; HS 578T: 95; SK-MEL-28: 107; SK-MEL-5: 104; SK-MEL-2: 98

What do the screens show for `O=S(=O)(O)c1ccc2ccccc2c1O`?
T-47D: 99; MDA-MB-435: 119; LOX IMVI: 92; HS 578T: 99; SK-MEL-28: 114; SK-MEL-5: 97; SK-MEL-2: 88

Results for Cn1cc(C2OC(=O)c3ccccc32)c2ccccc21 (centres undefined) ?
T-47D: 92; BT-549: 98; MDA-MB-435: 96; LOX IMVI: 91; HS 578T: 101; SK-MEL-28: 100; SK-MEL-5: 102; SK-MEL-2: 91

What do the screens show for `Cc1ccc(N2C(=O)CC(Sc3ccccc3N)C2=O)cc1` (centres undefined)?
T-47D: 92; BT-549: 90; MDA-MB-435: 102; LOX IMVI: 88; HS 578T: 89; SK-MEL-28: 107; SK-MEL-5: 94; SK-MEL-2: 100

Results for NNc1nc2c(cnn2-c2ccccc2)c2nc(=S)c(N)nn12 ?
T-47D: 90; BT-549: 96; MDA-MB-435: 93; LOX IMVI: 98; HS 578T: 80; SK-MEL-28: 96; SK-MEL-5: 96; SK-MEL-2: 98

What do the screens show for `COc1cc2ccc(-c3ccc4ccccc4n3)cc2cc1OC`?
T-47D: 87; BT-549: 92; MDA-MB-435: 69; LOX IMVI: 97; HS 578T: 101; SK-MEL-28: 92; SK-MEL-5: 90; SK-MEL-2: 105

What do the screens show for `C#CCC1(O)CCC2C3CCc4cc(OC)ccc4C3CCC21C` (centres undefined)?
T-47D: 97; BT-549: 104; MDA-MB-435: 96; LOX IMVI: 90; HS 578T: 136; SK-MEL-28: 100; SK-MEL-5: 102

How did CC(C)OCC1CO1 (centres undefined) do in these assays?
T-47D: 104; BT-549: 106; MDA-MB-435: 102; LOX IMVI: 113; HS 578T: 104; SK-MEL-28: 110; SK-MEL-5: 108; SK-MEL-2: 123

How did C#CC(C)(C)OC(C)=O do in these assays?
T-47D: 96; BT-549: 109; MDA-MB-435: 112; LOX IMVI: 95; HS 578T: 105; SK-MEL-28: 114; SK-MEL-5: 108; SK-MEL-2: 118

How did Cc1cc2ccccc2c(C(=O)c2ccccc2)c1C do in these assays?
T-47D: 74; BT-549: 95; MDA-MB-435: 100; LOX IMVI: 96; HS 578T: 97; SK-MEL-28: 103; SK-MEL-5: 102; SK-MEL-2: 101

How did O=C(CC1(O)C(=O)Nc2ccccc21)c1ccc(NS(=O)(=O)c2ccccc2)cc1 (centres undefined) do in these assays?
T-47D: 106; BT-549: 113; MDA-MB-435: 103; LOX IMVI: 100; HS 578T: 112; SK-MEL-28: 105; SK-MEL-5: 101; SK-MEL-2: 112

Results for O=C1NC(=O)/C(=C/c2cc3ccccc3nc2Cl)S1 ?
T-47D: 98; BT-549: 81; MDA-MB-435: 88; LOX IMVI: 57; HS 578T: 95; SK-MEL-28: 93; SK-MEL-5: 87; SK-MEL-2: 78

What do the screens show for `COc1ccc(/C=C/C(=O)c2ccc(NC(=O)CSc3nnc(-c4ccc5nc(-c6ccc(OC)c(OC)c6)[nH]c5c4)o3)cc2)cc1`?
T-47D: 71; BT-549: 95; MDA-MB-435: 103; LOX IMVI: 80; HS 578T: 87; SK-MEL-28: 109; SK-MEL-5: 89; SK-MEL-2: 105

What do the screens show for `C=CN(c1ccccc1)c1nc(=O)[nH]c(=O)[nH]1`?
T-47D: 104; BT-549: 106; MDA-MB-435: 98; LOX IMVI: 101; HS 578T: 98; SK-MEL-28: 103; SK-MEL-5: 102; SK-MEL-2: 107

How did CC1OCC2OC(O)C(O)C(O)C2O1 (centres undefined) do in these assays?
T-47D: 99; BT-549: 98; MDA-MB-435: 107; HS 578T: 98; SK-MEL-28: 115; SK-MEL-5: 110; SK-MEL-2: 102

What do the screens show for `N#Cc1nn(-c2ccccc2)nc1N1CCCCC1`?
T-47D: 89; BT-549: 113; MDA-MB-435: 102; LOX IMVI: 103; HS 578T: 105; SK-MEL-28: 108; SK-MEL-5: 100; SK-MEL-2: 109

Results for O=C(O)C(O)c1cccc([N+](=O)[O-])c1 (centres undefined) ?
T-47D: 112; BT-549: 110; MDA-MB-435: 111; LOX IMVI: 105; HS 578T: 89; SK-MEL-28: 125; SK-MEL-5: 104; SK-MEL-2: 93

What do the screens show for `Brc1csc2ncccc12`?
T-47D: 116; BT-549: 95; MDA-MB-435: 93; LOX IMVI: 87; HS 578T: 94; SK-MEL-28: 113; SK-MEL-5: 114; SK-MEL-2: 80

How did C[C@H]1OC(=O)/C=C/[C@@H](O)[C@@H](O)CCCCCCCC[C@@H]1O do in these assays?
T-47D: 60; BT-549: 105; MDA-MB-435: 106; LOX IMVI: 102; HS 578T: 101; SK-MEL-28: 108; SK-MEL-5: 98; SK-MEL-2: 102

Results for Cc1ccc(/C=C2\SC(=S)N(CCC(=O)O)C2=O)cc1 ?
T-47D: 91; BT-549: 101; MDA-MB-435: 99; LOX IMVI: 100; HS 578T: 108; SK-MEL-28: 101

Results for Cc1ccc(C)c(CCCCS(=O)(=O)O)c1 ?
T-47D: 97; BT-549: 104; MDA-MB-435: 96; LOX IMVI: 101; HS 578T: 102; SK-MEL-28: 111; SK-MEL-5: 102; SK-MEL-2: 106

How did Oc1ccc(OCc2ccccc2)cc1 do in these assays?
T-47D: 89&79&103; BT-549: 67&60&83; MDA-MB-435: 90&88&96; LOX IMVI: 85&72&101; HS 578T: 95&102&93; SK-MEL-28: 104&102&109; SK-MEL-5: 72&64&95; SK-MEL-2: 105&95&111

Results for CCCCCCCCCCCCc1ccc(OC(=O)OCCCC)cc1 ?
T-47D: 111; BT-549: 121; MDA-MB-435: 110; LOX IMVI: 83; HS 578T: 100; SK-MEL-28: 112; SK-MEL-5: 95; SK-MEL-2: 103

How did O=Cc1cccc2c([N+](=O)[O-])cccc12 do in these assays?
T-47D: 102; BT-549: 90; MDA-MB-435: 107; LOX IMVI: 105; HS 578T: 109; SK-MEL-28: 112; SK-MEL-2: 99

What do the screens show for `CCCCCCCCCCCCCCCCCC(=O)[O][Sn]([CH2]CCC)([CH2]CCC)[CH2]CCC`?
T-47D: -79*; BT-549: -94*; MDA-MB-435: -87*; LOX IMVI: -93*; HS 578T: -8.6*; SK-MEL-28: -95*; SK-MEL-5: -100*; SK-MEL-2: -61*

Results for O=C1C(c2ccccc2)C2c3ccccc3-n3c2c2c(c(-c4ccccc4)c3=O)c3ccccc3n21 (centres undefined) ?
T-47D: 77; BT-549: 122; MDA-MB-435: 114; LOX IMVI: 94; HS 578T: 94; SK-MEL-28: 114; SK-MEL-5: 99; SK-MEL-2: 105
